Gli-Sufu antag = blocks Gli-Sufu signaling in a luciferase reporter | Sufu-KO-LIGHT fibroblasts, Gli luciferase reporter luminescence | inhibition, % at 5 µM | 0.74% of 340,000 active | AID 588413;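 active = inhibition above about 55%, limit read from the data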;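 also: 0% = DMSO-treated cells and 100% = wells with medium but no cells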
APJ ag = activates the human apelin receptor APJ | CHO-K1 APJ PathHunter beta-arrestin, luminescence; 0% DMSO wells, 100% apelin | 0.11% of 330,000 active | activation, % at 20 µM | P35414;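 active = activation more than six SD over the plate average, tested at 20 µM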;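 also: 0% = DMSO alone and 100% = apelin-13 at 10 nM; some results filed as inactive read as strong as hits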
Target sequence (P35414 whole entry, looked up): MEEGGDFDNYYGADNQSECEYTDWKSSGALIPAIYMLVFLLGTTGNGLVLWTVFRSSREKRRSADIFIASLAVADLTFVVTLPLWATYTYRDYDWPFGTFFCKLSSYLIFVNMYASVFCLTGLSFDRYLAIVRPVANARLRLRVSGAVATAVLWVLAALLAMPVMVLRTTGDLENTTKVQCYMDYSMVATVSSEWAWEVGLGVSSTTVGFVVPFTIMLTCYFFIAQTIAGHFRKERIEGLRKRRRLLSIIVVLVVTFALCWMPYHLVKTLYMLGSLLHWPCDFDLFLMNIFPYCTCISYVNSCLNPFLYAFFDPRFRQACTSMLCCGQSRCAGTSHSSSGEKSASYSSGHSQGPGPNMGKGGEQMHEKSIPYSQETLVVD
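Material: engineered CHO-K1 APJ arrestin reporter cells; amount: 1000 CHO-K1 reporter cells seeded per well; incubation: compound stimulation 90 min at 25 °C, detection 60 min; signal: luminescent beta-gal fragment complementation, chemiluminescent substrate; read-out basis: APJ agonist activity; controls: DMSO-only wells as negative, 10 nM Apelin-13 as positive control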
CCR6 antag = antagonists of human CCR6 receptor | inhibition, % at 20 µM | P51684 | CHO-K1 CCR6 PathHunter beta-arrestin, luminescence, CCL20-stimulated | AID 493098 | 0.49% of 340,000 active;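 active = compounds whose inhibition of the agonist-driven luminescence signal at 20 µM reaches about 50%, limit read from the data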;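 also: cells stimulated with CCL20 at 14 nM final; plate controls were DMSO with CCL20 for no effect and DMSO without agonist for full effect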
CXCR6 block = inhibitors of human CXCR6 receptor; CHO-K1 PathHunter CXCR6 beta-arrestin, luminescence; inhibition, % at 20 µM; O00574; AID 602244; 0.36% of 360,000 active; in the data active = inhibition above about 34%, passing the limit was not always enough;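 also: antagonist mode with CXCL16 agonist at 10 nM final; 0% = 10 nM CXCL16 with DMSO and 100% = unstimulated wells without agonist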
Target sequence (O00574 whole entry, looked up): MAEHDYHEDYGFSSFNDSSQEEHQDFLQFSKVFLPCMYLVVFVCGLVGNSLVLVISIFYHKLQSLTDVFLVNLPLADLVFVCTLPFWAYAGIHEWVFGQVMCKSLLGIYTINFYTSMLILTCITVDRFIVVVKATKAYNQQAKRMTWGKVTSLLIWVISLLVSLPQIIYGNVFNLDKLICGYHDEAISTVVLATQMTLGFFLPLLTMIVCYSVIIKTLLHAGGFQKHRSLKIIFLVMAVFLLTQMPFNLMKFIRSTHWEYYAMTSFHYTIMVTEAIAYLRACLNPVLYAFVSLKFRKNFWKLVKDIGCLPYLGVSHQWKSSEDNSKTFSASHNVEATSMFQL
APJ antag = blocks the human apelin receptor APJ; P35414; 0.32% of 330,000 active; CHO-K1 APJ beta-arrestin complementation, luminescence; inhibition, % at 20 µM; AID 2521;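 active = inhibition above about 40% at 20 µM, limit read from the data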;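 also: cells challenged with 10 nM apelin-13 agonist together with compound; plate controls were apelin-13 plus DMSO wells for no effect and DMSO wells lacking apelin-13 for full effect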
ATG4B inh = blocks human ATG4B protease cleavage of LC3 substrate | Q9Y4P1 | ATG4B cleavage of LC3-PLA2, NBD-HPC fluorescence, 1 h | inhibition, % at 8.33 µM | 0.51% of 340,000 active | AID 504462; in the data active = inhibition above about 40%
UBC13 polyUb = blocks human UBC13 polyubiquitin chain formation. TR-FRET. inhibition, % at 20 µM. 0.47% of 330,000 active. AID 485273; in the data active = inhibition above about 45%, passing the limit was not always enough; inconclusive = no clear call, values can overlap the other calls
EBI2 antag = EBI2 (human) antagonism; AID 651636; inhibition, % at 5 µM; 0.81% of 360,000 active; EBI2 beta-arrestin recruitment, luminescence, 7a,25-OHC stimulated; P32249; in the data active = inhibition above about 38%;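 also: enzyme fragment complementation signal reports receptor beta-arrestin coupling in cells; 0% = agonist plus DMSO wells and 100% = wells without agonist; some results beyond the cut were filed as inactive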
Target sequence (P32249 whole entry, looked up, the tested form may be a part): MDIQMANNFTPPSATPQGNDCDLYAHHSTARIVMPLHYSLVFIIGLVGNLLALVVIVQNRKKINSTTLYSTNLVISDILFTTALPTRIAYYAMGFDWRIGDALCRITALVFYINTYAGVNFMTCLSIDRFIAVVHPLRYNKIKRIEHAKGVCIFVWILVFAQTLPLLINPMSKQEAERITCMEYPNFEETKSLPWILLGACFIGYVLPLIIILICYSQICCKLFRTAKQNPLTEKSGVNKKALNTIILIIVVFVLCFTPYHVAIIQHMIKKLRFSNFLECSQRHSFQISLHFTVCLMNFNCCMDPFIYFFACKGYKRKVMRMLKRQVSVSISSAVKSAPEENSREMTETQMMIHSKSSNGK
* hit, by the source's call; ? = inconclusive; . = no result given; & = joins results of further samples. This is a random part of the collection. About 3% of those tested had a hit in this group.

1: CCNc1nc(NCC)nc(SCC(C)=O)n1
2: CCN(CC)CCCNC(=O)CN1C(=O)CSc2ccc(S(=O)(=O)N3CCOCC3)cc21
3: CCOc1ccc(C(=O)Cn2cnc3ccccc3c2=O)cc1
4: Cc1ccc(S(=O)(=O)N2CCCC2)cc1C(=O)NCC(C)(C)N1CCOCC1
5: Cc1nc2ccccc2c(=O)n1NC(=O)c1cccnc1Cl
6: CCOc1ccc(S(=O)(=O)NCCC(=O)NCCCSc2ccccc2)cc1
7: CC[C@]12C(=O)N(C)C[C@H]([C@@H]3C(=O)N(C)C(=O)[C@@H]31)N2C(=O)c1ccc(C)cc1
8: CC(=O)N(/N=C1\Sc2ccccc2C1=O)c1ccccc1

entry no.	1	2	3	4	5	6	7	8
Gli-Sufu antag	-5	-3	-41	8	-1	-3	-3	-1
APJ ag	-3	-2	-1	-1	-2	8	.	.
CCR6 antag	0	1	0	5	0	7	9	28
CXCR6 block	2	4	-4	-4	5	4	-3	19
APJ antag	9	4	-1	5	-23	-24	.	.
ATG4B inh	6	-4	-13	3	-6	-4	-6	-4
UBC13 polyUb	-3	-9	28	2	5	-8	.	.
EBI2 antag	2	-7	-2	4	-6	15	3	31

In another format: entries from further up.
item	SMILES	Gli-Sufu antag	APJ ag	CCR6 antag	CXCR6 block	APJ antag	ATG4B inh	UBC13 polyUb	EBI2 antag
6	CCOc1ccc(S(=O)(=O)NCCC(=O)NCCCSc2ccccc2)cc1	-3	8	7	4	-24	-4	-8	15
7	CC[C@]12C(=O)N(C)C[C@H]([C@@H]3C(=O)N(C)C(=O)[C@@H]31)N2C(=O)c1ccc(C)cc1	-3	.	9	-3	.	-6	.	3
8	CC(=O)N(/N=C1\Sc2ccccc2C1=O)c1ccccc1	-1	.	28	19	.	-4	.	31

The list goes on.
9: Cc1c(Cl)cccc1NC(=S)NCCN1CCOCC1
10: Cc1c(NC(=O)c2cc(C(C)C)on2)c(=O)n(-c2ccccc2)n1C
11: N#C/C(=C/c1cccc([N+](=O)[O-])c1)C(=O)Nc1ccccc1O
12: CCOC(=O)c1sc(N(Cc2ccccc2)C(=O)CCl)nc1C
13: COc1ccc(OC)c(NC(=O)[C@@]2(CC(=O)O)CC(/C=C/c3ccccc3)=NO2)c1
14: C[C@H](CO)N1C[C@H](C)[C@@H](CN(C)S(=O)(=O)c2ccccc2)Oc2c(NC(=O)NC3CCCCC3)cccc2C1=O
15: CCn1c(C)c(C)c2cc(C(=O)NCCCN3CCCCCC3)ccc21
16: Cc1ccc(CNC(=O)c2ccc(-n3cccc3)cc2)cc1

entry no.	9	10	11	12	13	14	15	16
Gli-Sufu antag	-2	-5	-3	16	7	-4	18	-10
APJ ag	-2	-5	-1	6	-3	-2	6	.
CCR6 antag	4	4	16	9	-4	-3	-7	14
CXCR6 block	2	-4	2	8	-6	-8	-4	-2
APJ antag	6	-12	1	-14	5	15	5	.
ATG4B inh	-1	-5	11	6	-3	7	4	8
UBC13 polyUb	-2	0	2	2	-3	4	12	.
EBI2 antag	-14	-2	-3	6	-3	-4	-4	47*

17: COc1ccc(C2=NN(c3nc(-c4ccc(CNC(C)=O)cc4)cs3)C(c3ccco3)C2)cc1 (centres undefined)
18: CCCn1nnc(NC(=O)c2ccc(OCC)c(Cl)c2)n1
19: Cc1cn(-c2cccnc2)c(C)c1CNC[C@H]1O[C@@H](n2cnc3c(N)ncnc32)[C@H](O)[C@@H]1O
20: O=C(Cn1nc2sc3ccccc3n2c(=O)c1=O)c1cccs1
21: O=C(Cc1ccc(Cl)cc1Cl)OCC(=O)c1ccc[nH]1
22: CCCOP(=O)(c1ccc(N(C)C)cc1)C(O)c1cc(OC)ccc1OC (centres undefined)
23: COc1ccc(NC(=O)CN(C)S(=O)(=O)c2cnc[nH]2)cc1Cl
24: Cc1ccc2oc(-c3ccc(NC(=O)c4ccncc4)cc3O)nc2c1

entry no.	17	18	19	20	21	22	23	24
Gli-Sufu antag	0	0	-8	-2	8	1	-11	-11
APJ ag	-1	-2	-1	-2	3	0	-1	0
CCR6 antag	1	20	-3	-2	-9	2	2	1
CXCR6 block	10	-9	10	-6	2	-5	-2	-2
APJ antag	20	-11	-5	1	-8	-5	-16	-4
ATG4B inh	-1	2	.	11	-5	2	1	-3
UBC13 polyUb	-3	-3	-9	6	-7	4	0	10
EBI2 antag	11	-22	-6	3	-2	-12	4	3

25: COc1ccc(Nc2cc(Sc3ccc(OC)cc3)ncn2)cc1
26: O=C(NCc1ccco1)C1CCN(S(=O)(=O)c2ccc(-n3cnnn3)cc2)CC1
27: COc1ccc(Br)cc1-c1noc(-c2ccncc2)n1
28: CC(C)(C)c1nnc(NC(=O)CN2C(=O)C3C4C=CC(C4)C3C2=O)s1 (centres undefined)
29: CC(=O)NC(Cc1ccc(O)cc1)C(=O)NN (centres undefined)
30: CCOC(=O)c1c(C)[nH]c(C)c1S(=O)(=O)N1c2ccccc2CC1C (centres undefined)
31: FC(F)(F)c1cc(N2CCOCC2)nc(-c2ccccc2)n1
32: Cc1ccc(NC(=O)CN2CCCCCC2)c(Br)c1

entry no.	25	26	27	28	29	30	31	32
Gli-Sufu antag	-4	7	-2	0	6	.	-3	-23
APJ ag	-2	-4	-2	4	-3	5	-2	.
CCR6 antag	2	5	-7	8	-4	10	6	9
CXCR6 block	-19	-7	12	1	-4	12	-6	-4
APJ antag	-4	-2	13	-7	7	2	-2	.
ATG4B inh	-6	-5	0	-15	-8	3	-4	5
UBC13 polyUb	4	7	1	-3	10	-2	10	.
EBI2 antag	56*	-3	3	-4	-5	-3	0	-23

From compound 27 up to 30, as listed above:
27: COc1ccc(Br)cc1-c1noc(-c2ccncc2)n1
28: CC(C)(C)c1nnc(NC(=O)CN2C(=O)C3C4C=CC(C4)C3C2=O)s1 (centres undefined)
29: CC(=O)NC(Cc1ccc(O)cc1)C(=O)NN (centres undefined)
30: CCOC(=O)c1c(C)[nH]c(C)c1S(=O)(=O)N1c2ccccc2CC1C (centres undefined)

entry no.	27	28	29	30
Gli-Sufu antag	-2	0	6	.
APJ ag	-2	4	-3	5
CCR6 antag	-7	8	-4	10
CXCR6 block	12	1	-4	12
APJ antag	13	-7	7	2
ATG4B inh	0	-15	-8	3
UBC13 polyUb	1	-3	10	-2
EBI2 antag	3	-4	-5	-3

Next results follow.
33: COc1ccc(-c2nn(-c3ccccc3)cc2C(=O)Nc2nccs2)cc1OC
34: Cn1c(Oc2ccccc2NCc2cccc(Br)c2)cc(=O)n(C)c1=O
35: COCCn1c(C)cc(C(=O)CSc2ccc(NC(C)=O)cc2)c1C
36: Fc1ccc(-c2nc3cnccn3c2NC2CCCC2)cc1
37: COc1ccc(N(CC(=O)NCc2ccco2)S(=O)(=O)c2c(C)nn(C)c2C)cc1
38: Cc1ccc(C)c(NC(=O)CCc2c(C)nn(-c3ccc(N4CCCCC4)nn3)c2C)c1
39: CC(C)OCCCNC(=O)c1c(N)n(/N=C/c2ccccn2)c2nc3ccccc3nc12
40: O=C(CCc1ccc(S(=O)(=O)N2CCOCC2)cc1)Nc1nccs1

entry no.	33	34	35	36	37	38	39	40
Gli-Sufu antag	0	2	8	10	11	24	12	0
APJ ag	2	0	6	-4	-4	-1	-5	-4
CCR6 antag	-5	32	14	4	5	2	-27	5
CXCR6 block	5	2	5	0	-1	-5	-1	-4
APJ antag	-9	8	-26	11	-14	-18	0	6
ATG4B inh	-12	-17	-16	3	-23	-2	-15	3
UBC13 polyUb	2	9	3	10	4	4	26	4
EBI2 antag	5	22	-6	15	7	6	48*	-1

41: CCOc1ccc(C(C(=O)NC2CCCCC2)N(C(=O)c2csnn2)C2CC2)cc1 (centres undefined)
42: Cc1ccc(/C=N/NC(=S)NC2CCCCC2)o1
43: CN(C)S(=O)(=O)n1cnc([C@@H]2[C@@H]3C(=O)OC[C@@H]3C[C@]23N=CN(Cc2ccccc2)C3=O)c1
44: O=C(CCCCn1c(=O)c2ccccc2n(Cc2ccc(F)cc2Cl)c1=O)NCc1ccco1
45: COc1ccc(-c2cc(-c3ccc(O)cc3)nc(N)c2C#N)cc1
46: CCOc1ccc(NS(=O)(=O)c2c(C)nc3sccn3c2=O)cc1
47: Cc1ccc(CC(=O)OCC(=O)NC2CCCC(C)C2C)cc1C (centres undefined)
48: O=C(COC(=O)c1ccc2c(c1)C(=O)N(c1cccc3ncccc13)C2=O)c1ccc(Cl)cc1

entry no.	41	42	43	44	45	46	47	48
Gli-Sufu antag	-15	-56	-9	3	-3	6	-10	1
APJ ag	0	-2	-2	-2	0	-3	-2	-2
CCR6 antag	5	10	2	13	-13	2	33	11
CXCR6 block	2	6	7	-8	-15	-5	8	7
APJ antag	11	-9	0	16	11	3	4	10
ATG4B inh	2	6	0	5	-8	-6	1	-96
UBC13 polyUb	-5	5	1	8	16	-3	0	5
EBI2 antag	2	10	-3	-3	16	-3	4	19

49: CCCCN(CCCC)C(=O)c1cc2ccccc2c(=O)o1
50: Cc1ccc(C(C(=O)Nc2ccc3c(c2)OCO3)N(C)C(=O)Cc2c[nH]c3ccccc23)cc1 (centres undefined)
51: Cc1cc(C)cc(N2CC(C(=O)O)CC2=O)c1 (centres undefined)
52: O=C(Nc1ccsc1C(=O)O)c1ccc(Cl)cc1
53: O=C(COC(=O)c1cccc(S(=O)(=O)N2CCCCCC2)c1)Nc1ccccc1C(F)(F)F
54: Cc1ccccc1NC(=O)c1ccccc1
55: CC(C)(CN1CCCC1)NS(=O)(=O)c1ccccc1
56: CC(C#Cc1ccc2c(c1)COc1c3ccccc3nn1-2)OC(C)(C)C (centres undefined)

entry no.	49	50	51	52	53	54	55	56
Gli-Sufu antag	6	-5	-3	-33	-3	-5	5	-70
APJ ag	1	1	-2	-1	-2	1	-3	5
CCR6 antag	0	7	-4	6	6	17	-5	13
CXCR6 block	-4	-1	1	2	13	0	-3	-8
APJ antag	10	13	-13	-2	-1	-42	10	-7
ATG4B inh	5	20	-6	-1	1	-3	1	0
UBC13 polyUb	-4	-1	-3	-4	3	8	2	10
EBI2 antag	-7	6	3	0	-5	-15	1	2

57: Clc1ccc(CNC2CCCC2)cc1
58: CCO[C@H]1OC(C(=O)N2CCN(Cc3ccc4c(c3)OCO4)CC2)=C[C@@H](C2CC2)[C@@H]1CCCO
59: COc1ccc(NC(=O)CN(CC(=O)Nc2ccc(OC)cc2)C(C)(C)CO)cc1
60: O=C(CCC1CCCC1)NNC(=O)COc1ccc(Br)cc1
61: O=C(CSc1nncs1)Nc1ccc2[nH]c(=O)[nH]c2c1
62: O=[N+]([O-])c1ccc(S(=O)(=O)CC(CN2CCCCC2)N2CCCCC2)cc1 (centres undefined)
63: CCOc1ccc2nc(NC(=O)CN3CCN(CC)CC3)sc2c1
64: Cn1c(Cl)nc2c1c(=O)n(Cc1cccc(Br)c1)c(=O)n2C
65: O=C(c1ccco1)N1CCN(C(=O)C2CCCc3c2[nH]c2ccc(Cl)cc32)CC1 (centres undefined)
66: O=C(O)CCSc1ccc2ccccc2n1
67: COc1cc(/C=C(/C#N)c2ccc(F)cc2)ccc1OCc1ccc(C(=O)O)o1

entry no.	57	58	59	60	61	62	63	64	65	66	67
Gli-Sufu antag	-2	3	-4	-6	-7	8	4	-5	4	3&2	-4
APJ ag	-5	-5	-3	-1	-2	0	-2	2	-3	-3&-3	0
CCR6 antag	5	18	-3	-1	1	-6	11	-17	0	-11&13	16
CXCR6 block	1	1	-21	2	-8	-3	6	-1	-15	-2&0	3
APJ antag	9	-2	3	6	12	-11	2	-10	13	5&9	-11
ATG4B inh	3	-6	-6	-8	-1	1	-2	13	-22	-5&-6	7
UBC13 polyUb	4	-5	3	8	1	1	1	-7	24	?	-25
EBI2 antag	-11	2	-3	79*	-4	5	-16	5	2	-4&-7	2

Assay outcomes as filed in PubChem BioAssay.
